Cl transport mod = modulates chloride dependent transport by human KCC2 | 190,000 tested, 2.2% active | KCC2 cells, thallium flux FluoZin-2 fluorescence | B-score of Tl+ flux slope (higher = more flux/activation; lower = inhibition) at 10 µM | Q9H2X9;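 active = thallium flux slope and its plate-corrected score both differing from the plate sample mean at a set confidence after two filtering rounds, in either direction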;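 note: slope of fluorescence scaled to starting intensity during 10 to 20 s after thallium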
Thrombin inh = thrombin (human) inhibition; P00734; alpha-thrombin, Boc-VPR-AMC fluorogenic substrate cleavage; inhibition, % at 5 µM; 220,000 tested, 0.26% active; AID 1046;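 active = inhibition at or above 40%; inactive = inhibition below 40%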;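 note: 0% = enzyme with no compound and 100% = wells without enzyme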
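Assay system: human alpha-thrombin enzyme. Reagent: Boc-VPR-AMC substrate, 15 µM final. Compound dosing: one concentration per compound, 5 µM, with 0.2% DMSO. Incubation: room-temperature reaction. Technique: AMC fluorescence, 355/460 nm. Measure: % inhibition relative to enzyme controls and enzyme-free blanks.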
hK5 inh = blocks human kallikrein 5 protease activity; inhibition, % at 5 µM; AID 873; 210,000 tested, 0.59% active; recombinant hK5, fluorogenic AMC substrate cleavage;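 active = inhibition of 40% or more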;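 note: 0% = enzyme controls without compound and 100% = no-enzyme blanks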
Target sequence (Q9Y337 67-293 limits assumed): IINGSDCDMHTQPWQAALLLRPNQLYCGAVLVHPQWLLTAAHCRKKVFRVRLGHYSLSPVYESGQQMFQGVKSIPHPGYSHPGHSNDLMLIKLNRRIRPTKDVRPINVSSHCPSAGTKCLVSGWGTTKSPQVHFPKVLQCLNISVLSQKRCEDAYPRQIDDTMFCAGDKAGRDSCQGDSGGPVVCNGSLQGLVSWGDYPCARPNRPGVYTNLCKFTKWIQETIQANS
FXIa inh = factor XIa (human) inhibition | purified FXIa, Boc-Glu-Ala-Arg-AMC fluorogenic substrate | inhibition, % at 5 µM | P03951 | 220,000 tested, 0.14% active;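 active = inhibition of at least 40%; inactive = inhibition below 40%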;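 note: fluorescence of freed AMC excited at 355 nm; 0% = enzyme without compound and 100% = no enzyme blank; many of its hits are not listed in these tables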
Hck-Nef inh = inhibitors of human Hck kinase activated by Nef; P08631; Recombinant Hck-YEEI plus Nef, Z-Lyte FRET kinase assay; inhibition, % at 20 µM; 220,000 tested, 0.68% active; AID 463187;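 active = Hck-Nef kinase inhibition above about 50%, limit read from the data; inactive = inhibition below that limit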;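 note: 0% = DMSO with Hck plus Nef and 100% = Hck alone without Nef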
TNF death inh = TNF-alpha cell death inhibition in Jurkat FADD-/- cells; AID 463075; activation (protection from cell death), % at 10 µM; 220,000 tested, 0.068% active; Jurkat FADD-/- TNF necroptosis rescue, ATP luminescence, 24 h; 0 = TNF only, 100 = no-TNF cells;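 active = activation, meaning protection from cell death, of at least 50% relative to plate controls; inactive = activation below 50%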;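 note: necroptosis triggered by 40 ng/mL TNF-alpha added together with compound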
L929 necroptosis = L929 zVAD cell death inhibition | L929 zVAD necroptosis rescue, ATP luminescence, 24 h; with zVAD 60 µM | viability rescue, % at 10 µM | 220,000 tested, 0.38% active;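 active = activation, scaled between plate controls, above about 75%, limit read from the data; inactive = activation under that limit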;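 note: 0% = zVAD with DMSO and 100% = DMSO alone without zVAD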
Rad51 HR inh = blocks human Rad51 in homologous recombination; AID 1385; 200,000 tested, 0.085% active; hRad51 DNA strand exchange, fluorescence dequenching; Q06609; inhibition, % at 10 µM;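 active = inhibition above 40% at the single screening dose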;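 note: 0% = DMSO control wells and 100% = blanks with heterologous ssDNA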
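Read-out basis: percent inhibition relative to plate controls and blanks / Assay system: human Rad51 nucleoprotein filaments preassembled on unlabelled ssDNA / Timing: filaments 15 min 37 °C, then compound 30 min / Control set: per-plate controls and blanks / Technique: fluorescence dequenching at 485/520 nm / Compound: 10 µM final, single point / Also added: Fluorescein- and BHQ1-tagged 47-mer duplex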
FXIIa inh = factor XIIa (human) inhibition; P00748; 220,000 tested, 0.3% active; purified FXIIa, Boc-QGR-AMC fluorogenic substrate, 2 h; inhibition, % at 5 µM; in the data active = inhibition above about 40%;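 note: 0% = enzyme with no compound and 100% = blank without enzyme; many of its hits are not listed in these tables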
Target sequence (P00748 20-372 limits assumed): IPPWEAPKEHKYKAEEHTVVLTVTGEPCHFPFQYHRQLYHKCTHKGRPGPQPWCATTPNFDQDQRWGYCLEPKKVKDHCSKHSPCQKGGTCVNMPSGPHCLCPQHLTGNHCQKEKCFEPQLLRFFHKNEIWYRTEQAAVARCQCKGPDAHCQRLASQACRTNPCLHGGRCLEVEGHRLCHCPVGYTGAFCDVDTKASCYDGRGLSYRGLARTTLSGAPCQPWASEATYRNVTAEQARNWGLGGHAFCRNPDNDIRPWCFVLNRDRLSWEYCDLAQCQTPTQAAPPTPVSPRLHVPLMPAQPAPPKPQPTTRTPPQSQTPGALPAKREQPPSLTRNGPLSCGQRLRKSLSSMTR
Target sequence (P00748 373-615 limits assumed): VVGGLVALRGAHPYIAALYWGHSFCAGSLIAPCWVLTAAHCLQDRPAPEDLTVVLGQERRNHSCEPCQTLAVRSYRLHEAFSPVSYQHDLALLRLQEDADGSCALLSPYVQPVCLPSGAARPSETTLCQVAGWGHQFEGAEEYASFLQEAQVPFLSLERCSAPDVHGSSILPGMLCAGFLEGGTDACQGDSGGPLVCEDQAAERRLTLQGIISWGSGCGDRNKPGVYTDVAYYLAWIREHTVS
Numbers without * were called inactive; . = not tested or not shown.

SMILES	Cl transport mod	Thrombin inh	hK5 inh	FXIa inh	Hck-Nef inh	TNF death inh	L929 necroptosis	Rad51 HR inh	FXIIa inh
CCOc1cc(C2NC(=S)NC(C)=C2C(=O)Nc2ccc(OC)cc2)ccc1O (stereo not drawn)	-0.25	-3	-12	16	6	0.8	0.7	.	23
O=C(CN1CC(=O)Nc2ccccc21)Nc1ccc(F)c(F)c1	0.2	-11	-2	-6	21	0.5	-0.5	-20	6
Cc1cc(NC(=O)c2ccco2)no1	0.21	3	10	-1	-21	-1.1	-1.1	2	9
COc1ccc(CCn2c(-c3ccc(Cl)cc3)n[nH]c2=S)cc1OC	.	-4	-3	-1	27	-0.1	1.1	-8	5
Cn1c(SCCOc2ccccc2Cl)nnc1-c1ccncc1	0.055	-5	1	1	12	0.5	-0.8	2	9
CC(=O)Nc1ccc(S(=O)(=O)N2CCN(CCC#N)CC2)cc1	-0.56	-4	-28	3	1	1.8	1.8	2	11
Cc1ccc2c(c1)N(CCC(=O)NC(C)C)C(=O)CO2	.	-4	-1	-10	1	-1.2	-0.5	-8	3
O=c1c2ccccc2nc(-c2ccc(Cl)c(Cl)c2)n1O	35*	14	34	2	1	0.4	-0.4	-2	16
COc1ccc(N2Cc3cccc(C(=O)O)c3C2=O)cc1	1.4	-2	-11	2	41	0.7	0.2	-1	12
N/C(=N\OC(=O)Cc1ccc(-c2ccccc2)cc1)c1ccncc1	-0.86	-3	-9	-4	19	1.5	1.5	-10	2
CC1CCc2c(sc3ncnc(NCc4cccnc4)c23)C1 (stereo not drawn)	-1.7	-9	16	11	24	0.6	1.0	10	9
C=CCN1C(=O)C(Cc2ccccc2Cl)SC1=Nc1ccc(C(=O)O)cc1 (stereo not drawn)	0.69	-8	-3	-6	11	2.9	0.8	12	-1
CC1CCN(C(=O)C2CCCN(S(C)(=O)=O)C2)CC1 (stereo not drawn)	.	-7	-5	-5	-2	0.6	0.8	-1	9
O=C(Nc1ccc(Cl)c(Cl)c1)Nc1ccc([N+](=O)[O-])cn1	-0.0019	0	-8	-5	33	2.2	0.3	22	5
N=c1n(-c2ccccc2)c(O)cc(=O)n1-c1ccccc1	-0.031	-3	-16	0	1	-0.9	0.6	-4	13
O=C(CS(=O)c1ccc(C(F)(F)F)cc1[N+](=O)[O-])Oc1ccc(Cl)cc1 (stereo not drawn)	.	-3	2	0	-20	0.2	0.0	-8	7
NC(=S)N/N=C/c1cn(-c2ccccc2)nc1-c1cccnc1	1.2	2	2	-2	-2	-14	0.2	13	13
CCOCCSC1=C(C#N)C(c2cccs2)C(C(C)=O)=C(C)N1 (stereo not drawn)	-0.47	-5	3	-2	3	-1.0	-1.1	6	8
Cc1ccc(C(=O)Nc2cccnc2)cc1[N+](=O)[O-]	1.1	13	-2	-2	26	0.2	1.7	2	7
CCOC(=O)c1cc(NC(=O)COC)ccc1O	.	-6	3	0	20	1.7	12	-34	6
Cc1ccc(C(=O)NNC(=O)CCN2C(=O)C3CCCCC3C2=O)cc1 (stereo not drawn)	-0.45	-13	-7	-3	-1	1.7	0.7	3	6
C/C(Cc1ccccc1)=N/NC(=O)CCCC(=O)N/N=C(/C)Cc1ccccc1	-0.6	-2	0	2	13	1.5	0.8	-10	4
Fc1ccc(-c2nc3ccncc3[nH]2)cc1	0.21	1	-17	0	5	-8.9	-1.5	-2	9
CCCCSc1nc(C(=O)O)cc(=O)[nH]1	0.39	-2	-1	6	26	-1.5	-0.1	14	8
O=S(=O)(c1ccc(F)cc1)N1CCN(c2ccc(-c3ccccc3)nn2)CC1	0.92	3	5	5	22	0.5	4.8	16	5

Reformatted with values under each structure: entries from further up.
Order of values: Cl transport mod | Thrombin inh | hK5 inh | FXIa inh | Hck-Nef inh | TNF death inh | L929 necroptosis | Rad51 HR inh | FXIIa inh
Cc1ccc2c(c1)N(CCC(=O)NC(C)C)C(=O)CO2
  . | -4 | -1 | -10 | 1 | -1.2 | -0.5 | -8 | 3
Cc1ccc(C(=O)Nc2cccnc2)cc1[N+](=O)[O-]
  1.1 | 13 | -2 | -2 | 26 | 0.2 | 1.7 | 2 | 7

The listing picks up, repeating the five entries before the break.
SMILES	Cl transport mod	Thrombin inh	hK5 inh	FXIa inh	Hck-Nef inh	TNF death inh	L929 necroptosis	Rad51 HR inh	FXIIa inh
Cc1ccc(C(=O)NNC(=O)CCN2C(=O)C3CCCCC3C2=O)cc1 (stereo not drawn)	-0.45	-13	-7	-3	-1	1.7	0.7	3	6
C/C(Cc1ccccc1)=N/NC(=O)CCCC(=O)N/N=C(/C)Cc1ccccc1	-0.6	-2	0	2	13	1.5	0.8	-10	4
Fc1ccc(-c2nc3ccncc3[nH]2)cc1	0.21	1	-17	0	5	-8.9	-1.5	-2	9
CCCCSc1nc(C(=O)O)cc(=O)[nH]1	0.39	-2	-1	6	26	-1.5	-0.1	14	8
O=S(=O)(c1ccc(F)cc1)N1CCN(c2ccc(-c3ccccc3)nn2)CC1	0.92	3	5	5	22	0.5	4.8	16	5
C1CCC2(CC1)C1=C(CCCC1)Nc1nnnn12	.	-7	-3	-9	3	-3.7	-0.3	4	-3
COCCn1c(SC)nnc1-c1c[nH]c2ccccc12	.	-12	-7	-9	0	-0.6	1.3	1	1
CCCCNC(=O)c1cc2cc(CC)ccc2[nH]1	0.74	-6	4	0	21	0.8	4.7	0	7
CC(=O)c1c(C)[nH]c(C(=O)OCC(=O)N(C)C)c1C	-0.16	-9	17	-4	0	-0.4	0.0	1	5
Cc1cc(C(F)(F)F)nn1CC(=O)N(C)c1ccccc1	1	20	2	-1	25	0.6	0.2	15	6
Cn1c(NNC(=O)C(c2ccccc2)c2ccccc2)cc(=O)n(C)c1=O	-0.47	-4	5	0	13	0.2	3.3	7	8
COc1cccc(-c2cc(C(F)(F)F)n3ncc(S(=O)(=O)c4ccccc4)c3n2)c1	0.56	-3	-1	2	20	-2.1	0.0	3	6
O=C(CCn1c(=O)[nH]c2ccccc2c1=O)NCCCN1CCN(c2cccc(Cl)c2)CC1	.	-2	-12	-4	0	-8.6	0.0	1	2
CC(=O)Nc1ccc(C(=S)NCC2(N(C)C)CCCCC2)cc1	-0.028	-1	-1	-3	-3	-0.1	3.5	1	4
C/C(=N\NC(=O)CSCc1ccc([N+](=O)[O-])cc1)c1ccccc1	0.84	-5	.	-2	1	10	0.7	14	3
CC(NC(=O)C1CCCN1S(=O)(=O)c1cccc2cccnc12)c1ccccc1 (stereo not drawn)	.	2	-10	1	1	-2.2	0.3	7	17
Cc1oc(-c2cccc3ccccc23)nc1CN1CCN(c2ncnc3ccccc23)CC1	0.023	-8	6	12	18	-2.5	-0.5	9	8
Cc1oc2cc([N+](=O)[O-])c(O)c([N+](=O)[O-])c2c1C(=O)c1ccc(Br)cc1	-3.1	-3	-20	-7	-10	-1.0	3.2	11	-2
S=C(Nc1ccc(Oc2ccccc2)cc1)NC1CCCCC1	-0.19	-1	0	2	1	-9.9	-0.1	5	12
CCn1c(N2CCN(CC(=O)Nc3cccc(C)c3C)CC2)nc2ccccc21	0.56	-10	-24	6	0	-4.1	0.9	-4	1
C/C(=N\N=C(N)N)c1ccc(Cl)cc1	0.11	-1	-10	5	-1	2.8	1.8	-6	14
Cc1ccc(-c2nc(C#N)c(NCc3cccc4c3OCO4)o2)cc1	-0.0095	-6	-3	-8	4	-0.6	-0.8	8	-1
CCOC(=O)N1C(=O)c2cc(OC)ccc2S1(=O)=O	.	2	-2	1	1	-3.4	0.2	-4	20
Cn1nnnc1SCc1nnc(-c2ccccc2Br)o1	-0.0033	1	15	-3	0	0.1	-0.6	4	26
NC(=O)c1nnn(-c2nonc2N)c1-c1ccc([N+](=O)[O-])cc1	-1.5	-11	-6	-7	18	1.6	4.1	-2	1
Cc1nnc(SC(C)C(=O)Nc2ncc(Cl)cc2Cl)n1Cc1ccccc1 (stereo not drawn)	-0.77	-6	-6	-6	1	-0.9	-0.3	-4	3
Cc1ccc(Nc2nnc(SCC(=O)NC3CCCc4ccccc43)s2)cc1 (stereo not drawn)	-0.51	-9	-3	1	2	1.7	1.1	-3	7
CCOC(=O)c1c(C)[nH]c(C(=O)OCC(=O)Nc2cc(C)ccc2OC)c1C	.	0	-3	3	26	0.6	0.5	.	16
COc1cc(C=O)ccc1OC(=O)c1ccncc1	0.59	-14	-2	-5	14	-0.6	-0.6	12	11
COC(=O)c1nn(-c2cccc(Cl)c2)ccc1=O	-0.003	-1	-13	0	8	0.2	0.1	20	5
O=C(Nc1cccc(Cl)c1)c1ccc(F)c(S(=O)(=O)NCc2cccs2)c1	-0.37	-6	-1	-7	0	-0.4	5.4	-2	-10
CCOc1ccc(C(C)=O)cc1CSc1nnc(N)s1	0.11	-9	2	27	33	-1.5	3.6	4	13

Compound profiles, as listed above:
C/C(=N\N=C(N)N)c1ccc(Cl)cc1 reads Cl transport mod: 0.11; Thrombin inh: -1; hK5 inh: -10; FXIa inh: 5; Hck-Nef inh: -1; TNF death inh: 2.8; L929 necroptosis: 1.8; Rad51 HR inh: -6; FXIIa inh: 14
O=C(CCn1c(=O)[nH]c2ccccc2c1=O)NCCCN1CCN(c2cccc(Cl)c2)CC1 reads Cl transport mod: .; Thrombin inh: -2; hK5 inh: -12; FXIa inh: -4; Hck-Nef inh: 0; TNF death inh: -8.6; L929 necroptosis: 0.0; Rad51 HR inh: 1; FXIIa inh: 2

Quoted from the listing:
Cn1c(NNC(=O)C(c2ccccc2)c2ccccc2)cc(=O)n(C)c1=O in L929 necroptosis: 3.3
Cc1ccc(-c2nc(C#N)c(NCc3cccc4c3OCO4)o2)cc1 in Rad51 HR inh: 8

Screens: PubChem BioAssay, several laboratories

This is a subset. The share of hits here may be higher or lower than overall.
